Screening results from PubChem BioAssay.
CHRM4 antagonist: human M4 muscarinic receptor antagonists, primary screen, CHO cells, Fluo-8 calcium fluorescence. Muscarinic acetylcholine receptor M4 (Homo sapiens), P08173. CHO-hM4 cells, ACh EC80. inhibition, % at 3 µM. 360,000 tested, 0.73% active;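 active means inhibition above its plate's cutoff, the mean inhibition of sample wells plus 3 SD, cut at about 27% in these data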;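 further: 0% = acetylcholine EC80 with DMSO and 100% = DMSO without agonist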
Target sequence (P08173 whole entry, looked up): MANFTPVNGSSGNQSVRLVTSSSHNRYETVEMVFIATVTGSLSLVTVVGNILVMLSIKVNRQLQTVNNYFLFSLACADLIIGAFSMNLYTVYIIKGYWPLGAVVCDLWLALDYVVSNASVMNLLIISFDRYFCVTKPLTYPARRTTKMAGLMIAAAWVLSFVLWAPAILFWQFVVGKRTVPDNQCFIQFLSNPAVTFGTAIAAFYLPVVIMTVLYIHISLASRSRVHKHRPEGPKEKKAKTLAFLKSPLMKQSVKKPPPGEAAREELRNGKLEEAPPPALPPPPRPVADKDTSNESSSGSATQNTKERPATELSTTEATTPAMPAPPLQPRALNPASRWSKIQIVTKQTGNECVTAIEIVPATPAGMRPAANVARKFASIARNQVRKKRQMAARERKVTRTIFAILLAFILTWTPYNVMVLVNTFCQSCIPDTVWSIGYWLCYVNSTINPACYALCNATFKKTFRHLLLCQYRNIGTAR
M5 PAM: human M5 muscarinic receptor positive allosteric modulators, primary screen, CHO-K1 cells, Fluo-8 calcium fluorescence; activation, % at 3 µM; CHO-K1 hM5, ACh EC20 PAM; 0% = ACh EC20, 100% = ACh EC100; Muscarinic acetylcholine receptor M5 (Homo sapiens), P08912; 360,000 tested, 0.3% active;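 active means activation above the run cutoff, the mean activation of all test compounds plus 3 SD, cut at about 18% in these data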
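System: CHO-K1 cell line with stable human muscarinic M5 receptor expression | Also added: EC20 acetylcholine as agonist stimulus | Compound: One concentration, 3 µM final (nominal) | Timing: Fluo-8 loading 80 min at 37 °C plus 30 min room temperature | Measured by: Fluo-8 calcium dye fluorescence, kinetic read | Read-out basis: % activation, ACh-normalized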
M5 ag: human M5 muscarinic receptor agonists, primary screen, CHO-K1 cells, Fluo-8 calcium fluorescence. 360,000 tested, 0.19% active. Muscarinic acetylcholine receptor M5 (Homo sapiens), P08912. CHO-K1 hM5 cells; 0% DMSO wells, 100% maximal acetylcholine response. activation, % at 3 µM;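 active means activation above the run's mean over test compounds plus 3 SD, cut at about 23% in these data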;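 further: signal is peak over basal fluorescence ratio across the kinetic read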
M4 PAM: human M4 muscarinic receptor positive allosteric modulators, primary screen, CHO-K1 cells, Fluo-8 calcium fluorescence; activation, % at 3 µM; CHO-K1 hM4/Gqi5, ACh EC20; 0% = ACh EC20, 100% = maximal ACh; Muscarinic acetylcholine receptor M4 (Homo sapiens), P08173; 360,000 tested, 0.4% active; AID 624126, 2012;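 active means activation above its plate's cutoff, the mean activation of sample wells plus 3 SD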; further: some results filed as inactive read as strong as hits
CRFR2-BP ag: agonists of CRF-BP/CRF-R2 complex, primary screen, cell-based, HEK293, calcium dye fluorescence, uHTS; CRF-binding protein / CRF receptor 2 complex (human); calcium dye fluorescence (FLIPR); percent of saturating CRF peptide response; activation, % at 13.2 µM; 350,000 tested, 0.46% active;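 active means activation of at least 50%, plus an integration ratio under a set limit after plate pattern correction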;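 further: plate controls were neutral control wells without compound for no effect and CRF at EC100 for full effect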
CHRM1 antagonist: human M1 muscarinic receptor antagonists, primary screen, CHO-K1 cells, Fluo-8 calcium fluorescence, 1536-well; 360,000 tested, 1.3% active; Muscarinic acetylcholine receptor M1 (Homo sapiens), P11229; CHO-K1 hM1, ACh EC80 antagonist; inhibition, % at 3 µM;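 active means percent inhibition above its own plate's cutoff, namely the mean of that plate's compound wells plus 3 SD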;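 further: peak over basal fluorescence ratio during 140 s after agonist addition; 0% = ACh EC80 plus DMSO and 100% = DMSO alone without agonist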
Target sequence (P11229 whole entry, looked up): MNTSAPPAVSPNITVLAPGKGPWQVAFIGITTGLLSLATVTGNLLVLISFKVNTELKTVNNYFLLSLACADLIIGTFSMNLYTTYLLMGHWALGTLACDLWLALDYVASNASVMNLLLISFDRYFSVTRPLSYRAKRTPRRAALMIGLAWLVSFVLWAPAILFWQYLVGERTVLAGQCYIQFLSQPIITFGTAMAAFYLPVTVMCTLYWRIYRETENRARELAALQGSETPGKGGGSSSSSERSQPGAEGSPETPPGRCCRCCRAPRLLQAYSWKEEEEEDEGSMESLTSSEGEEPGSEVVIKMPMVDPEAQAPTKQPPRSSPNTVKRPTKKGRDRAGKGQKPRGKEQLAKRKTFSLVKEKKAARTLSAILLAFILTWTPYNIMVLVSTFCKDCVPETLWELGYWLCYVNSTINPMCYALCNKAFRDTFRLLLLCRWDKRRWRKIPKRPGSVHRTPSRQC
CHRM5 antagonist: human M5 muscarinic receptor antagonists, primary screen, CHO cells, Fluo-8 calcium fluorescence; Muscarinic acetylcholine receptor M5 (Homo sapiens), P08912; CHO-hM5 cells, ACh EC80; inhibition, % at 3 µM; 360,000 tested, 0.59% active; AID 624040, 2012;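 active means inhibition above a per-plate cutoff, the mean of that plate's test compounds plus 3 SD, cut at about 27% in these data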;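 further: 0% = acetylcholine EC80 with DMSO and 100% = DMSO without agonist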
CHRM4 agonist: human M4 muscarinic receptor agonists, primary screen, CHO-K1 cells, Fluo-8 calcium fluorescence; 360,000 tested, 0.14% active; activation, % at 3 µM; Muscarinic acetylcholine receptor M4 (Homo sapiens), P08173; CHO-K1 hM4/Gqi5; vehicle 0%, full acetylcholine response 100%;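 active means activation above the run mean over all test wells plus 3 SD, cut at about 32% in these data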;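 further: peak over basal fluorescence ratio per well then scaled between controls; 0% = DMSO wells and 100% = acetylcholine at EC100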
M1 PAM: human M1 muscarinic receptor positive allosteric modulators, primary screen, CHO-K1 cells, Fluo-8 calcium fluorescence, 1536-well. AID 588819, 2011. Muscarinic acetylcholine receptor M1 (Homo sapiens), P11229. activation, % at 3 µM. CHO-K1 hM1, ACh EC20; 0% = ACh EC20, 100% = maximal ACh. 360,000 tested, 0.088% active; in the data active means activation above about 19%, passing the limit was not always enough
The depositor's hits bear a star; x = not tested or not shown; & = joins results of further samples; ! = repeats disagree. An excerpt, so the mix of outcomes need not match the whole.

SMILES | CHRM4 antagonist | M5 PAM | M5 ag | M4 PAM | CRFR2-BP ag | CHRM1 antagonist | CHRM5 antagonist | CHRM4 agonist | M1 PAM
CCOc1ccc(CN(CCCl)CCCl)cc1C(=O)OC | 8.1 | -4.4 | 3.3 | 3.0 | 0.1 | -7.9 | 2.1 | -0.2 | 7.7
CCN1CCN(Cc2cc(OC)c3c(c2)OCO3)CC1 | -0.9 | 2.5 | -14.6 | -2.9 | 6.7 | -0.2 | -1.0 | 0.4 | -5.6
CCOC(=O)[C@]12Cc3cc(C)ccc3[C@H]1N(Cc1ccccc1)C(=O)c1ccccc12 | 3.9 | -24.5 | -7.7 | -4.2 | 8.0 | 12.9 | 18.3 | 5.3 | -3.7
Cc1ccc(C)c(NC(=S)NCCc2cnc[nH]2)c1 | 0.7 | 6.8 | -0.6 | 1.7 | -1.8 | -13.8 | 1.0 | 0.8 | 12.9
CCC1(OC(=O)c2ccccc2)CC(C)N(C)CC1C (configuration not stated) | -4.5 | 1.9 | -0.9 | -0.1 | -2.1 | -15.4 | -7.0 | 1.5 | 8.6
Cc1ccc(CNCCc2ccccc2F)cc1 | -8.0 | 0.8 | -4.3 | 4.2 | -0.6 | 9.9 | -8.7 | 1.9 | 8.4
CSCCC(c1nnnn1C(C)(C)C)N1CCC(n2c(=O)[nH]c3ccccc32)CC1 (configuration not stated) | 5.1 | -14.2 | 8.3 | -12.3 | x | -5.9 | 18.7 | 22.7 | -1.5
O=C(c1ccc(F)cc1)N1CCC2(CC1)OCCO2 | -2.1 | -6.1 | -1.5 | 0.2 | -0.5 | -8.2 | 17.5 | 0.3 | 4.2
C=CCN1C(=O)c2ccccc2Sc2ccc(C(=O)N3CCC4(CC3)OCCO4)cc21 | 2.0 | 1.0 | 3.4 | 0.0 | -0.2 | -2.5 | -10.7 | 3.1 | 0.0
CCC(=NCCC(c1ccccc1)c1ccccc1)c1c(O)n(C)c(=O)n(C)c1=O | -0.2 | 4.6 | -3.3 | -0.6 | -4.1 | -2.2 | 0.5 | -0.3 | 0.6
O=C1NC(=O)C(=Cc2ccccc2Oc2ccc(F)cc2)C(=O)N1 | -5.4 | 16.6 | 1.6 | 6.9 | 1.0 | -4.8 | -7.6 | 0.0 | 7.0
CCN(CC)CCO | -4.4 | 3.9 | -0.5 | 13.7 | -1.2 | -20.9 | 1.3 | 2.1 | 15.4
O=C(Nc1ccc(F)c([N+](=O)[O-])c1)N1C[C@H]2C[C@@H](C1)c1cccc(=O)n1C2 | 1.1 | -2.8 | -1.9 | 0.6 | 0.3 | 15.7 | 7.9 | -0.1 | -3.8
C=CCN1C(=O)NC(=O)C(CCc2ccncc2)(CCc2ccncc2)C1=O | -12.8 | 5.6 | -1.2 | 2.6 | -0.2 | 2.0 | -26.1 | 1.2 | 4.1
COC(=O)C1=C(c2cccc(C#N)c2)C[C@@H]2CC[C@H]1N2C(=O)N1CCOCC1 | -6.9 | 9.1 | -2.9 | 6.3 | 0.5 | -4.8 | -9.0 | 0.9 | 5.8
OC(CNC1CCCCC1)C(F)(F)F (configuration not stated) | -2.0 | 4.3 | 2.4 | 1.8 | -0.3 | 1.0 | 5.1 | 1.1 | 4.5
Nc1c(C(=O)NCC2CCCO2)c2nc3ccccc3nc2n1Cc1ccco1 (configuration not stated) | 2.7 | -10.5 | 2.1 | -3.5 | 15.2 | -6.1 | 17.3 | 13.5 | 5.3
CC/C(=N\Nc1ccccc1)c1c(O)[nH]c(=O)[nH]c1=O | -1.7 | 5.3 | 2.7 | -0.1 | -5.4 | -11.8 | -6.5 | 0.2 | 6.0
O=C(CN1CCN(c2ccccc2F)CC1)Nc1cccnc1Cl | -7.1 | 1.4 | -8.0 | -2.8 | -2.3 | -3.5 | -15.3 | 1.4 | 5.0
COC(=O)C1=C(c2cccc(OCc3ccccc3)c2)C[C@@H]2CC[C@H]1N2C(=O)NCCOc1ccccc1Cl | -3.0 | -2.4 | 1.3 | -1.0 | 5.3 | 0.2 | 16.2 | 3.6 | 5.9
COc1ccc2c(c1)CC1(CN2C)C(=O)NC(=O)N(c2ccc(C)cc2)C1=O (configuration not stated) | -10.2 | -6.0 | -0.6 | 10.2 | -0.7 | -10.7 | 3.8 | 0.4 | 3.7
Cc1ccccc1CN1CCCN(Cc2ccc(Cl)cc2)S1(=O)=O | -7.0 | -0.5 | -7.1 | 2.1 | 4.0 | 5.6 | -1.7 | -0.9 | 1.8
CN(C)C(=O)Oc1cccc2c(OC(=O)N(C)C)cccc12 | -4.5 | 6.2 | -1.0 | 3.1 | -1.3 | -17.8 | -4.5 | 0.1 | 4.1
COC(=O)[C@@H]1N=C(c2ccc(OC)cc2)O[C@]12C(=O)N(Cc1ccccc1)c1ccccc12 | -4.5 | -9.6 | 0.0 | -3.0 | x | x | 2.1 | 3.3 | x
CN1CCN(c2cc(N3CCCC3)c([N+](=O)[O-])cc2F)CC1 | 4.0 | -3.3 | -12.3 | -5.8 | 0.8 | 13.6 | 0.9 | 1.1 | -10.7

Continued (3 carried over from the part before).
SMILES | CHRM4 antagonist | M5 PAM | M5 ag | M4 PAM | CRFR2-BP ag | CHRM1 antagonist | CHRM5 antagonist | CHRM4 agonist | M1 PAM
CN(C)C(=O)Oc1cccc2c(OC(=O)N(C)C)cccc12 | -4.5 | 6.2 | -1.0 | 3.1 | -1.3 | -17.8 | -4.5 | 0.1 | 4.1
COC(=O)[C@@H]1N=C(c2ccc(OC)cc2)O[C@]12C(=O)N(Cc1ccccc1)c1ccccc12 | -4.5 | -9.6 | 0.0 | -3.0 | x | x | 2.1 | 3.3 | x
CN1CCN(c2cc(N3CCCC3)c([N+](=O)[O-])cc2F)CC1 | 4.0 | -3.3 | -12.3 | -5.8 | 0.8 | 13.6 | 0.9 | 1.1 | -10.7
COc1ccc(-n2nnnc2C(c2cccs2)N2CCC(n3c(=O)[nH]c4ccccc43)CC2)cc1 (configuration not stated) | 36.4* | -21.2 | 4.1 | -9.1 | x | -11.0 | 7.0 | 17.5 | 1.8
C=CCCC1(CC)C(=O)NC(=S)NC1=O | -16.1 | 5.7 | 3.1 | 5.3 | -0.2 | -24.1 | -4.0 | 1.2 | 9.2
Cc1ccc(Oc2cc(NN3CCCCC3)c([N+](=O)[O-])cc2[N+](=O)[O-])c([N+](=O)[O-])c1 | -11.2 | 13.0 | 1.9 | 13.2 | -1.1 | -12.3 | -13.1 | -1.7 | 17.3
C/C(CC(c1ccccc1)c1c(O)c2ccccc2oc1=O)=N\NC(N)=S (configuration not stated) | 6.8 | -4.7 | -1.6 | 7.2 | -2.0 | 3.6 | 3.3 | -0.1 | 3.4
O=C(O)C(Br)CBr (configuration not stated) | -3.4 | -2.0 | 2.4 | -1.0 | -0.5 | -14.2 | 7.8 | -1.0 | 5.7
O=c1[nH]c(=S)n(Cc2ccc(F)cc2)c(O)c1/C=N/N1CCCCCC1 | 10.8 | 2.4 | -1.5 | 4.5 | 4.0 | -6.1 | 1.7 | 0.3 | 3.6
CCCCn1nnnc1C(c1ccccc1)N1CCC2(CC1)C(=O)NCN2c1ccccc1 (configuration not stated) | 5.7 | 5.8 | 7.0 | -8.9 | x | -15.6 | 7.6 | 5.9 | 0.9
Brc1cc2c(cc1CN1CCN(c3ccccc3)CC1)OCCO2 | 6.7 | 0.3 | -0.8 | 3.6 | 2.0 | 0.4 | 11.3 | 0.2 | 4.2
Cc1ccc(/C=C2/C(=O)NC(=O)N(C)C2=O)cc1 | 1.9 | 2.8 | -0.2 | -1.3 | -2.4 | -7.3 | -5.3 | 1.1 | 13.4
O=c1[nH]sc2cc(F)ccc12 | 4.6 | 7.5 | 15.5 | 3.2 | 0.2 | -6.1 | 6.0 | 6.5 | 8.2
CC(C)N(CCC(C(N)=O)(c1ccccc1)c1ccccn1)C(C)C (configuration not stated) | 21.7&17.7 | -18.2&-17.9 | -1.5&-1.3 | -15.9&-13.4 | -0.6&0.0 | 20.6&30.3 | 38.8*! | 0.1&0.7 | -22.4&-25.1
CC(N=Cc1c(O)[nH]c(=O)[nH]c1=O)c1ccccc1 (configuration not stated) | -1.7 | -0.8 | 0.9 | -4.2 | -0.8 | 1.1 | -4.1 | -0.1 | -5.9
O=P(Oc1ccccc1)(Oc1ccccc1)C(Nc1ccccc1)c1ccccc1 (configuration not stated) | -6.1 | -17.0 | -1.5 | -3.9 | 2.2 | 26.4 | 14.0 | 9.7 | -12.6
C[C@]12CCC(=O)C=C1CC[C@@H]1[C@@H]2C(=O)C[C@]2(C)C(=O)CC[C@@H]12 | -3.6 | -1.4 | 1.1 | 2.5 | 0.6 | -33.3 | 0.5 | -0.1 | 5.6
CCN1CCN(Cc2cccnc2)CC1 | -1.6 | 0.4 | -1.1 | -3.6 | -0.1 | -15.8 | -2.4 | 0.1 | 5.6
CN1CCN(c2ccc([N+](=O)[O-])c(N/N=C3\CN4CCC3CC4)c2)CC1 | 4.9 | -10.0 | -1.9 | 4.3 | -4.5 | 2.7 | 11.2 | 1.6 | -1.0
Nc1ccc(Sc2ccc(N)cc2)cc1 | -7.7 | -0.8 | 1.6 | 3.8 | -0.4 | -9.3 | 13.2 | 5.0 | 5.5
COc1cccc(C(=O)C2CCCN(C3CCOCC3)C2)c1 (configuration not stated) | 6.9 | -0.4 | -10.2 | -11.8 | 0.5 | 24.5 | -3.5 | 1.0 | -13.6
C[C@]12CCC3C(CC[C@H]4C[C@H](O)[C@H](O)C[C@]34C)C1CC[C@@H]2O (some centres not stated) | -6.2 | 7.3 | 1.7 | -2.2 | 6.8 | -18.6 | 2.3 | 1.7 | 4.1
CN[C@@H](C)[C@@H](O)c1ccccc1 | -8.5 | 2.6 | 0.1 | 5.6 | -0.7 | -18.0 | -6.0 | 0.0 | -8.8
Nc1c(C(=O)NCc2ccco2)c2nc3ccccc3nc2n1Cc1ccccc1 | 8.8 | 0.1 | 1.8 | -1.1 | -0.8 | -3.0 | 7.4 | 10.5 | 10.4
COc1cc(CNCCc2c[nH]c3ccccc23)cc(OC)c1 | 7.6 | -2.9 | 4.7 | -4.4 | 3.8 | 5.9 | 14.7 | 7.3 | -2.8
Cc1ccc2c(c1)=NC(=O)/C(=C/c1c(O)[nH]c(=O)[nH]c1=O)C=2 | -1.2 | 7.8 | 8.0 | -5.2 | -2.4 | -6.2 | -4.1 | 0.4 | 6.7
CCCCNC(=O)Nc1ccc(C(O)(C(=O)OC)C(F)(F)F)cc1 (configuration not stated) | -0.4 | -2.1 | 3.6 | 5.4 | 0.0 | -8.3 | -1.5 | 1.3 | 10.7
